From PubChem BioAssay
CHRM4 PAM = CHRM4 positive allosteric modulation. activation, % at 3 µM. 360,000 compounds, 0.4% hits. P08173. CHO-K1 hM4/Gqi5, Fluo-8 calcium fluorescence, ACh EC20; 0% = ACh EC20, 100% = maximal ACh;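 active = activation above its plate's cutoff, the mean activation of sample wells plus 3 SD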; note: some results filed as inactive read as strong as hits
Target sequence (P08173 whole entry, looked up): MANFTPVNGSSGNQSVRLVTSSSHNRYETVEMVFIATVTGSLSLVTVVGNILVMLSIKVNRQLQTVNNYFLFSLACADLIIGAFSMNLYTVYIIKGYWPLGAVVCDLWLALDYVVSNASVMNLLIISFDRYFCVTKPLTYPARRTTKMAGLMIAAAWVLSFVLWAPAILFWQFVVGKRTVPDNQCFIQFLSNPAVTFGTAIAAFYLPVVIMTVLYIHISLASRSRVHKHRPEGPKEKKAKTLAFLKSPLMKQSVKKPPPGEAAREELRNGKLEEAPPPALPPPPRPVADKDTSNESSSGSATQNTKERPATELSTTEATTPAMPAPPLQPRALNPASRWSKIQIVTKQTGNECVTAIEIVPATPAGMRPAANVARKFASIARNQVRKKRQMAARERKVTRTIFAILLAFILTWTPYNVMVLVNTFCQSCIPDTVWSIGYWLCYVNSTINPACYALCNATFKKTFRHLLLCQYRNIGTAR
M5 antag = CHRM5 antagonism in calcium assay. inhibition, % at 3 µM. 360,000 compounds, 0.59% hits. CHO-hM5 cells, Fluo-8 calcium fluorescence, ACh EC80. P08912;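 active = inhibition above a per-plate cutoff, the mean of that plate's test compounds plus 3 SD, cut at about 27% in these data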;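 note: 0% = acetylcholine EC80 with DMSO and 100% = DMSO without agonist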
Target sequence (P08912 whole entry, looked up): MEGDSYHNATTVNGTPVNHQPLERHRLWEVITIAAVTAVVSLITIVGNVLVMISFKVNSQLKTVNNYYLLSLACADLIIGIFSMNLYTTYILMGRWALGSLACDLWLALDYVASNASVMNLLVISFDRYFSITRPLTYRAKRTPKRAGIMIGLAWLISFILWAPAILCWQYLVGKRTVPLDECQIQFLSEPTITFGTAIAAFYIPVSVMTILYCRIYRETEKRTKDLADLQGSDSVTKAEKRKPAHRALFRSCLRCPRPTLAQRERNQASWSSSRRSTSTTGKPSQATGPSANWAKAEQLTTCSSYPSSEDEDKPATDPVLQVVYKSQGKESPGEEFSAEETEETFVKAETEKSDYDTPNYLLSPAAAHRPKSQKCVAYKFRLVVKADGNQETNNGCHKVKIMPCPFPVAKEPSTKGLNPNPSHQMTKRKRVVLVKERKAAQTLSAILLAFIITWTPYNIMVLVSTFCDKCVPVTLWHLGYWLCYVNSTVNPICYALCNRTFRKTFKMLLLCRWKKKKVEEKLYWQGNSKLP
CHRM4 antagonist = blocks acetylcholine activation of human M4 receptor. 360,000 compounds, 0.73% hits. inhibition, % at 3 µM. P08173. CHO-hM4 cells, ACh EC80, Fluo-8 calcium fluorescence. AID 624125;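 active = inhibition above its plate's cutoff, the mean inhibition of sample wells plus 3 SD, cut at about 27% in these data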;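 note: 0% = acetylcholine EC80 with DMSO and 100% = DMSO without agonist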
CRFR2-BP antag = CRF-BP/CRF-R2 complex antagonism; AID 588475; HEK293 CRF-R2/CRF-BP, CRF-induced calcium fluorescence; inhibition, % at 11.8 µM; 350,000 compounds, 0.59% hits;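 active = inhibition of the ligand-induced calcium signal above about 50% at the single tested concentration, limit read from the data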
M4 ag = agonists of human muscarinic M4 receptor (CHRM4); P08173; CHO-K1 hM4/Gqi5, Fluo-8 calcium fluorescence; vehicle 0%, full acetylcholine response 100%; activation, % at 3 µM; 360,000 compounds, 0.14% hits;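 active = activation above the run mean over all test wells plus 3 SD, cut at about 32% in these data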;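 note: peak over basal fluorescence ratio per well then scaled between controls; 0% = DMSO wells and 100% = acetylcholine at EC100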
CRFBP-R2 agonist = agonists of human CRF-binding protein/CRF-R2 receptor complex; activation, % at 13.2 µM; AID 588473; HEK293 CRF-R2/CRF-BP, calcium dye fluorescence (FLIPR); percent of saturating CRF peptide response; 350,000 compounds, 0.46% hits;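 active = activation of at least 50%, plus an integration ratio under a set limit after plate pattern correction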;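 note: plate controls were neutral control wells without compound for no effect and CRF at EC100 for full effect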
M5 PAM = CHRM5 positive allosteric modulation | P08912 | CHO-K1 hM5, Fluo-8 calcium, ACh EC20 PAM; 0% = ACh EC20, 100% = ACh EC100 | activation, % at 3 µM | 360,000 compounds, 0.3% hits | AID 624038;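 active = activation above the run cutoff, the mean activation of all test compounds plus 3 SD, cut at about 18% in these data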
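System: CHO-K1 hM5 cells. Reagent: acetylcholine, EC20 level. Compound dosing: single dose, 3 µM nominal final test concentration. Timing: Post-acetylcholine fluorescence recording 140 s. Detection: Fluo-8 calcium fluorescence. Read-out: % activation, ACh-normalized. Benchmarks: ACh EC20 and EC100 wells. Repeats: singlicate, one well per test compound.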
CHRM1 PAM = human CHRM1 positive allosteric modulation. P11229. AID 588819. 360,000 compounds, 0.088% hits. CHO-K1 hM1, Fluo-8 calcium fluorescence, ACh EC20; 0% = ACh EC20, 100% = maximal ACh. activation, % at 3 µM; in the data active = activation above about 19%, passing the limit was not always enough
CHRM5 agonist = agonists of human muscarinic M5 receptor (CHRM5) | P08912 | CHO-K1 hM5 cells, Fluo-8 calcium fluorescence; 0% DMSO wells, 100% maximal acetylcholine response | activation, % at 3 µM | 360,000 compounds, 0.19% hits | AID 624037;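 active = activation above the run's mean over test compounds plus 3 SD, cut at about 23% in these data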;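 note: signal is peak over basal fluorescence ratio across the kinetic read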
Active calls of the source: *; . = not tested or not shown.

SMILES	CHRM4 PAM	M5 antag	CHRM4 antagonist	CRFR2-BP antag	M4 ag	CRFBP-R2 agonist	M5 PAM	CHRM1 PAM	CHRM5 agonist
Cc1cc(N2C(=O)c3ccc(C(=O)Nc4ccc(CC(=O)O)cc4)cc3C2=O)no1	6	1	8	-9	0	5.3	-1	2	-3
COc1ccc(C(CNC(=O)COc2ccccc2OC)N2CCCCC2)cc1 (stereo not drawn)	-7	-11	19	5	0	0.0	10	1	-3
COc1cc(CNCc2ccccn2)ccc1OCC(=O)NC(C)(C)C	0	3	8	-1	1	0.2	-1	-2	-3
O=C(Nc1ccc(Cl)c(S(=O)(=O)N2CCOCC2)c1)c1ccccn1	2	-3	-1	3	6	-0.1	0	6	0
CC(=O)c1sc(NCc2ccccc2)nc1C	1	4	4	6	3	-0.1	5	6	1
Cc1cccc(-n2nnc3c(=O)n(Cc4ccccn4)cnc32)c1	0	-2	-3	2	2	-0.5	0	2	2
Cn1c(NC(=O)C2c3ccccc3Oc3ccccc32)cc(=O)n(C)c1=O	-5	4	-7	23	6	-3.9	-10	10	1
COc1cc(NC(=O)C2CC(=O)NC3=C2C(=O)CC(C)(C)C3)c(OC)cc1Cl (stereo not drawn)	16	1	15	-25	-1	-1.9	3	14	0
Cc1cc(C(=O)N/N=C(\CCC(=O)O)c2cccs2)c2ccccc2n1	-6	4	-5	-7	-2	-1.8	4	9	-3
CCC(C)N(C(=O)COC(=O)CSc1ccc([N+](=O)[O-])cc1)C1CCS(=O)(=O)C1 (stereo not drawn)	2	0	-6	5	1	-5.9	2	7	0
O=C(CN1C(=O)NC2(CCCCCCC2)C1=O)NCc1ccc(Cl)cc1	6	-2	-13	-8	4	-0.8	3	7	2
CCN(CC(=O)Nc1ccc(C(C)=O)cc1)CC(=O)Nc1ccccc1C(F)(F)F	5	6	-3	8	3	0.3	-1	10	2
CSc1ccc(Cl)c(C(=O)Nc2ccc(Cl)cn2)c1	-5	8	-2	-15	0	-1.4	3	5	-1
Cc1cccc(C(=O)OCC(=O)NN2C(=O)NC3(CCC(C)CC3)C2=O)c1O (stereo not drawn)	3	-11	-14	4	1	-0.6	6	4	4
COc1ccc(C(=O)N=C2SC3CS(=O)(=O)CC3N2c2ccc(C(C)=O)cc2)cc1 (stereo not drawn)	-3	5	8	-8	0	0.2	-1	7	1
N#Cc1ccc(CN2CCN(C(=O)c3ccc(S(=O)(=O)NCc4ccco4)cc3)CC2)cc1	-8	11	2	-3	10	3.9	-8	1	3
CCc1ccc(N2CC(C(=O)Nc3nccs3)CC2=O)cc1 (stereo not drawn)	-1	-3	-3	7	1	-0.3	-4	-3	-3
CCN(CC)C(=O)COc1ccc(-c2ccccc2)cc1	6	-2	-1	16	1	-2.3	-2	7	-3
N#C/C(=C(\O)C(F)(F)F)c1nnc2n1CCCCC2	3	8	-2	21	0	-1.1	2	6	2
Cc1ccc(/C=C/C(=O)N2CCN(S(=O)(=O)c3ccc(C)c(C)c3)CC2)o1	0	-1	-3	2	1	-5.6	-1	-1	-3
CN(CC(=O)Nc1ccc(N2CCOCC2)cc1)C(=O)c1ccc(CS(C)(=O)=O)cc1	17	5	-2	-5	1	2.1	3	10	1
CCOC(=O)CSc1ccc(C(=O)N2CCN(C)CC2)cc1[N+](=O)[O-]	3	-2	-3	18	1	-5.6	-1	7	-3
COc1cccc(OC)c1OCCCCN1CCCC1	-5	1	-2	4	0	0.7	-5	7	-5
CCOC(=O)Nc1cccc(OCC(=O)Nc2ccccc2OC)c1	-5	4	-3	0	5	0.1	0	10	-10
O=C(CNc1cccc([N+](=O)[O-])c1)N1CCN(S(=O)(=O)c2ccc(Cl)cc2)CC1	-10	5	9	8	7	1.2	-8	-5	0

(next part)
SMILES	CHRM4 PAM	M5 antag	CHRM4 antagonist	CRFR2-BP antag	M4 ag	CRFBP-R2 agonist	M5 PAM	CHRM1 PAM	CHRM5 agonist
COc1cccc(-c2nc(N)nc(SC)c2C#N)c1	9	5	-14	-3	1	-0.6	6	9	0
COc1ccc2[nH]cc(CCNC(=O)Nc3ccccc3C)c2c1	-5	-2	1	-4	3	2.7	6	7	0
O=C(Nc1ccc2oc(=O)ccc2c1)c1cc([N+](=O)[O-])ccc1N1CCOCC1	-5	3	2	0	1	-0.1	2	3	3
c1coc(-c2nnc3sc(Cc4cccs4)nn23)c1	7	-12	-8	-29	2	3.7	5	6	3
CCOC(=O)[C@]12CCCC=C1N(CCC1=CCCCC1)C(=O)[C@H](CC(=O)NCCc1ccccc1OC)C2	-5	-2	-2	.	9	.	1	.	-4
O=[N+]([O-])c1ccc(S(=O)(=O)Nc2ccc(S(=O)(=O)N3CCCC3)cc2)cc1	-3	4	-1	10	0	-2.0	0	12	-1
Cc1cccc2c(=O)c(-c3ccc4c(c3)OCO4)c(NC(=O)c3ccco3)oc12	-2	8	0	10	5	-2.0	-2	-1	0
CC(C)CC(c1nc2ccccc2[nH]1)n1c(-c2ccccc2Br)nc2ccccc21 (stereo not drawn)	-2	1	-6	.	3	.	-7	-4	-4
CC(=O)C[C@@H](O)CC(=O)[C@@H]1OC(=O)CC/C=C\Cc2ccccc21	26*	-6	-3	-4	2	-1.3	12	23	3
CCN1CCN(c2ccc(NC(=O)c3ccc4c(c3)[nH]c(=O)n4Cc3ccc(OC)cc3)cc2)CC1	-12	10	-6	2	12	-1.0	-14	-19	-1
C=CCSc1nnc(NC(=O)c2ccc(S(=O)(=O)NCC3CCCO3)cc2)s1 (stereo not drawn)	-1	-4	13	-6	1	0.4	-3	3	0
O=C(CSc1nnc2c(n1)[nH]c1ccccc12)Nc1ccc(N2CCOCC2)cc1	-21	9	6	11	7	-1.5	-8	-4	1
O=C(COC(=O)c1cc(S(=O)(=O)N2CCCC2)ccc1O)Nc1ccc(SC(F)F)cc1	2	0	0	7	23	20	-15	-4	11
C#CCN(C[C@@H]1[C@@H](OC(=O)NCC2CCCCC2)[C@@H](OC(=O)NCC2CCCCC2)CN(C(=O)OC(C)C)N1C(=O)OC(C)C)S(=O)(=O)c1ccc(C)cc1	-3	-14	-10	-3	0	-1.8	4	-11	3
CC(C)(C)c1nc(SCC(=O)NC2CCCC2)c2ccccc2n1	3	0	-19	5	1	-0.3	2	8	-6
COc1ccc(CCNC(=O)C(=O)NCc2cccs2)cc1OC	-3	-2	1	-5	1	-0.6	-7	12	-4
COc1ccc(N2CCN(C(=O)c3cn(Cc4ccccc4)nc3-c3cccnc3)CC2)cc1	-1	7	1	-1	3	-0.7	2	11	3
O=C(NCc1ccc2c(c1)OCO2)c1c(O)nc2sccn2c1=O	-3	6	11	2	0	-0.5	-2	2	4
CCOc1ccc2nc(C)cc(Nc3cccc([N+](=O)[O-])c3)c2c1	3	-2	-5	4	2	-0.6	1	-7	-5
O=c1cc(C(F)(F)F)nc(-c2cccnc2)[nH]1	7	4	9	13	0	0.9	-3	13	-4
Cc1ccc(-n2ncc3c(=O)[nH]c(SCC(=O)N4CCN(c5ccccc5)CC4)nc32)cc1	3	3	3	-7	1	-2.0	-11	-5	-5
O=C(O)CN1C(=O)/C(=C\c2cn(-c3ccccc3)nc2-c2ccccc2)SC1=S	-5	-2	3	22	1	-1.5	8	-1	0
Cc1ccc(CNC(=O)CSc2ccc(-c3ccccn3)nn2)cc1	-9	2	8	-15	1	-0.9	-5	2	-3
C/C(=N\Nc1ccc(Cl)c(C(=O)O)c1)c1ccc[nH]1	21	-1	6	3	0	1.4	8	8	1
O=C(COC(=O)c1c(Cl)cccc1Cl)Nc1ccccc1Br	-5	5	-4	12	-1	-0.4	-5	-12	-5

A different layout for some results above:
> O=C(COC(=O)c1cc(S(=O)(=O)N2CCCC2)ccc1O)Nc1ccc(SC(F)F)cc1
  CHRM4 PAM: 2 | M5 antag: 0 | CHRM4 antagonist: 0 | CRFR2-BP antag: 7 | M4 ag: 23 | CRFBP-R2 agonist: 20 | M5 PAM: -15 | CHRM1 PAM: -4 | CHRM5 agonist: 11

> O=C(CSc1nnc2c(n1)[nH]c1ccccc12)Nc1ccc(N2CCOCC2)cc1
  CHRM4 PAM: -21 | M5 antag: 9 | CHRM4 antagonist: 6 | CRFR2-BP antag: 11 | M4 ag: 7 | CRFBP-R2 agonist: -1.5 | M5 PAM: -8 | CHRM1 PAM: -4 | CHRM5 agonist: 1

Continued.
SMILES	CHRM4 PAM	M5 antag	CHRM4 antagonist	CRFR2-BP antag	M4 ag	CRFBP-R2 agonist	M5 PAM	CHRM1 PAM	CHRM5 agonist
CCN(CC)C(=O)[C@H]1C[C@H](CC(=O)NCCCn2ccnc2)C(=O)N2CCc3c([nH]c4cc(-c5ccco5)ccc34)[C@]12C	5	5	-6	-2	0	0.1	-5	7	-1
Cc1cccc(C)c1NC(=O)CN1CCNCC1	2	-4	14	-23	0	4.1	-5	-5	-6
[O-]/C(=C(\C(=S)Nc1cccc2ccccc12)[n+]1ccccc1)c1ccc2c(c1)OCCO2	-6	-1	1	45	0	3.2	2	-9	-7
O=C(CSc1nnc(-c2ccccc2)o1)NC1CCCCC1	2	-1	-4	-5	1	-1.1	-10	1	1
CCOc1ccc(NC(=O)C(Cc2ccccc2)N2C(=O)c3cccc4cccc(c34)C2=O)cc1 (stereo not drawn)	11	-12	-16	-4	2	-0.1	11	4	-3
CN(c1ccc([N+](=O)[O-])cc1/C=N/NC(=O)COc1ccccc1)C1CCCCC1	0	5	3	-17	0	3.5	-5	-4	0
Cc1ccc2c(C(=O)CN3CCCC3)c(C)[nH]c2c1	1	3	10	3	0	-0.4	2	7	0
COc1ccc(CNC(=O)COC(=O)c2cc(-c3ccc(Cl)s3)nc3ccccc23)cc1	6	-7	-7	-9	1	6.5	2	5	-2
CC1CCN(C(=O)Cn2ncc3c4ccccc4n(C)c3c2=O)CC1	20	-1	1	-6	7	-1.0	8	10	-5
CCOC(CNC(=O)C(=O)Nc1cc2c3c(c1)CC(=O)N3CCC2)OCC	-2	19	1	9	0	0.6	-11	2	0
COc1ccc(-c2c(C(=O)c3ccccc3)[nH]c(N)c2C(=O)NC2CC2)cc1OC	10	12	-5	.	8	.	-8	.	1
CCCC(=O)N(c1ccc2oc(C)c(C(C)=O)c2c1)S(=O)(=O)c1ccc(C(=O)O)cc1	2	5	6	2	0	1.5	1	14	-2
CSc1nc(C)nc2c1c(=O)n(C)c(=O)n2C	-2	0	1	34	0	1.4	1	4	3
COC(=O)c1cc(=O)n2c(-c3ccccc3)csc2n1	-1	0	2	5	1	0.1	-18	1	-3
O=C(CSc1ccc2nnc(-c3ccc(Cl)cc3)n2n1)N1CCc2ccccc21	7	1	-10	-4	0	0.2	2	14	0
CCCCn1nnnc1C1(C)CCC(=O)N1c1ccc(N2CCOCC2)cc1 (stereo not drawn)	12	-8	-2	.	1	.	7	.	3
COC(=O)[C@@H]1C[C@@]2(O)[C@@H](O)[C@@H](O)[C@@H](O)C[C@H]2N1Cc1ccc(-c2ccccc2)cc1	14	-5	4	6	2	-0.8	11	12	0
O=C(C1CCCN(Cc2ccccc2F)C1)N1CCc2ccccc2C1 (stereo not drawn)	-4	15	-1	4	1	0.2	-4	0	-8
Cc1ccc(CNC(=O)C(=O)NCCC2CCCCN2S(=O)(=O)c2cccs2)cc1 (stereo not drawn)	21	7	-7	-12	0	4.2	-1	17	-2
Cc1nnc(SC(C)C(=O)N(C)C2CCCCC2)n1N (stereo not drawn)	4	-2	5	6	1	-1.0	11	7	2
O=C(O)c1cccc2c1C(=O)c1ccc(N3CCCCC3)cc1S2(=O)=O	6	9	-5	10	8	7.4	2	-1	6
